# Screening results as filed in PubChem BioAssay.
# LGR2 inh: Drosophila LGR2 receptor signaling inhibition; HEK293 LGR2, CRE-luciferase, bursicon-stimulated, 4 h; inhibition, % at 9.99 µM; hit rate 0.35% among 380,000;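 active = drop in luminescence signal, shown as inhibition above about 50% in the replicate tests, limit read from the data, passing the limit was not always enough; inconclusive = probably only some replicates passing the limit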;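 also: agonist challenge used bursicon conditioned medium at about half maximal strength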
# INS-1E GSIS act: primary screen for activators of insulin secretion dependent on glucose, INS-1E cells, GLuc reporter luminescence. AID 743287. hit rate 0.61% among 370,000. INS-1E GLuc reporter insulin secretion, 2-3 h. activation, % at 16.6 µM;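 active = lowest replicate activation of at least 40%, so every replicate reaches that level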;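 also: 0% = median of neutral control wells and 100% = median of IBMX positive control wells; some compounds called inactive have numbers as strong as hits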
# Cneo AK release: Cryptococcus neoformans lysis via adenylate kinase release. AID 651654. C. neoformans lysis, adenylate kinase release luminescence, 4 h; normalised: neutral wells 0, clomiphene wells 100. hit rate 0.2% among 360,000. lysis activity, % at 15 µM;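 active = mean lysis activity across replicates of at least 80%, whatever share of replicates individually reach that level; inactive = mean lysis activity below 80%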
#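 Signal: Adenylate kinase release luminescence | Assay system: Log-phase Cryptococcus neoformans yeast cells | Input: Cells at 5 × 10^6 per mL | Buffer or medium: Fresh YPD growth medium | Compound: Single dose | Schedule: Static 4 h at 37 °C with compound, 1 h detection | Controls: Clomiphene | Read-out: Luminescence rise reflecting yeast cell lysis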
# PAX8 inh HTS: inhibitors of PAX8 transcriptional activity in RMG-I cells | RMG-I TPO-luciferase reporter, SteadyGlo, 24 h | inhibition, % at 12.6 µM | hit rate 1.2% among 360,000 | AID 652154;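 active = mean replicate inhibition at least 60% with every replicate also reaching 60%; inconclusive = only one of the two criteria is met; inactive = mean below 60% and not all replicates reaching 60%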;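 also: luciferase light reporting Pax8 driven TPO promoter activity; plate controls were median of neutral control wells for no effect and mitoxantrone controls for full effect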
# PglD inh: inhibitors of Campylobacter jejuni PglD acetyltransferase; hit rate 0.098% among 360,000; purified PglD enzyme, DTNB colorimetric CoA detection; inhibition, % at 12.5 µM; in the data active = inhibition above about 16%, passing the limit was not always enough; inconclusive = no clear call, values can overlap the other calls; also: strong numbers were not always called active
# PGC1a acetyl inh: lowers PGC1a acetylation signal in U2OS cells; hit rate 0.17% among 350,000; AID 651687; inhibition, % at 15.6 µM; AlphaScreen anti-acetyl-lysine; with virally co-expressed GCN5 acetyltransferase;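 active = every replicate shows inhibition of at least 40%; inconclusive = mean inhibition at least 40% but some replicate below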;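 also: 0% = neutral control wells and 100% = positive control wells; some results beyond the cut were filed as inactive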
# C2C12 statin: protects C2C12 myotubes from simvastatin toxicity | hit rate 0.78% among 330,000 | ATP luminescence, 48 h; scaled: DMSO 0, geranylgeraniol control 100 | AID 602340 | rescue of ATP level, % at 7.49 µM;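 active = mean ATP rescue above about 67%, or every replicate alone reaching that limit, limit read from the data, passing the limit was not always enough; inconclusive = no clear call, values can overlap the other calls; inactive = mean under the limit and some replicate under it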;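 also: myotubes were challenged with 10 µM simvastatin during compound exposure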
# ARNT-TACC3 inh: disruptors of human ARNT/TACC3 interaction. Q9Y6A5. AlphaScreen His-ARNT PAS-B/GST-TACC3 binding, luminescence; TACC3 fragment carries E629A point mutation. inhibition, % at 9.99 µM. hit rate 0.66% among 390,000. AID 623870;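 active = mean inhibition of replicates at least 50% and at least half of replicates each reaching 50%; inconclusive = half or more replicates reach 50% but mean below 50%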;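 also: 0% = complete ARNT plus TACC3 wells and 100% = ARNT alone without TACC3; many hits fall short of the cut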
# * hit, by the source's call; ? = inconclusive; . = no result given; & = joins results of further samples.
molecule	LGR2 inh	PAX8 inh HTS	Cneo AK release	INS-1E GSIS act	PglD inh	C2C12 statin	ARNT-TACC3 inh	PGC1a acetyl inh
CO[C@H]1CN(C)C(=O)c2ccc(NC(=O)C3CC3)cc2OC[C@@H](C)NC[C@H]1C	10.0	0.4	-7.2	1.4	-5.0	26.7	-8.4	-6.1
CCOC(=O)CSC1=C(C#N)C(c2ccco2)C(C(=O)OCc2ccccc2)=C(C)N1 (configuration not stated)	13.2	.	0.6	8.8	0.6	.	-1.5	2.7
O=C(NCc1ccccc1Cl)C1CCN(S(=O)(=O)N2CCCCC2)CC1	2.8	.	-1.1	-3.5	0.4	-13.4	-6.1	-5.9
C[C@@H]1CN([C@@H](C)CO)C(=O)c2cc(NC(=O)Nc3cccc4ccccc34)ccc2O[C@H]1CN(C)Cc1ccncc1	8.6	-0.4	68.7	0.6	-3.2	-38.2	1.5	6.9
C[C@@H]1CN([C@@H](C)CO)C(=O)Cc2cc(NC(=O)CCCCCC(=O)Nc3ccccc3N)ccc2O[C@H]1CN(C)Cc1ccc(C(F)(F)F)cc1	-24.2	22.7	4.6	1.5	-2.6	?	-5.5	0.5
O=[N+]([O-])c1ccc(NC2CCN(Cc3ccccc3)CC2)c([N+](=O)[O-])c1	-1.9	16.5	-1.1	11.9	-2.3	5.5	14.2	-7.4
C[C@@H]1CN([C@@H](C)CO)C(=O)c2cc(NC(=O)CCCN(C)C)ccc2O[C@@H](C)CCCCO[C@@H]1CN(C)S(=O)(=O)c1ccc(Cl)cc1	-9.4	12.7	-1.5	-0.1	-3.2	34.9	9.6	0.0
C[C@@H]1CCCCO[C@@H](CN(C)S(=O)(=O)c2ccc(Cl)cc2)[C@H](C)CN([C@H](C)CO)C(=O)c2cc(NS(=O)(=O)c3ccc(F)cc3)ccc2O1	-1.5	80.7*	-5.6	1.8	1.8	9.3	-8.5	-15.7
CCCCNC(=O)c1ccc2nc(CC)c(N(CC)CCN(C)C)n2c1	7.2	1.4	-0.6	-2.6	-0.2	13.5	.	-17.6
COc1cc2c(cc1OC)C(=S)NC(C)(C)C2	1.7	.	7.8	23.2	0.4	13.1	0.3	7.6
NC(=O)CC(NC(=O)Cc1cccc2ccccc12)c1ccc(N2CCN(c3ccccn3)CC2)c([N+](=O)[O-])c1 (configuration not stated)	.	7.4	0.0	.	4.5	20.8	-16.7	8.8
CCOC(=O)C1CCCN(S(=O)(=O)c2cccc3nsnc23)C1 (configuration not stated)	8.1	19.6	0.2	11.8	-0.8	0.9	11.0	-3.7
COc1ccc(OC)c(C2N(c3ccc(Cl)cc3)C(=O)C3CCCN32)c1 (configuration not stated)	.	17.3	2.5	.	1.6	.	7.7	.
COc1cc(/C=C/CN2CCC(CO)(CC3CCCCO3)CC2)ccc1O (configuration not stated)	.	7.5	.	18.4	.	.	20.1	-9.2
Cc1ccc(NC(=O)c2cc(C)no2)cc1	-50.3	-86.1	-1.4	-1.3	8.1	-6.0	-1.5	-2.9
COc1ccc(C(=O)Nc2ccc(S(=O)(=O)Nc3onc(C)c3C)cc2)cc1	.	.	2.4	.	-13.2	-13.2	6.5	30.8
C[C@@H]1CN([C@@H](C)CO)C(=O)c2cc(NC(=O)Nc3ccc(F)cc3)ccc2O[C@@H]1CN(C)Cc1ccc(Oc2ccccc2)cc1	-7.3&16.1	74.6*	-3.3&-4.0	-27.5&-21.4	-2.3&-7.1	-11.1	24.9&-23.1	-2.6&-7.3
Cc1csc(C(C)N(C)C(=O)CCc2nnc(CCc3ccccc3)o2)n1 (configuration not stated)	1.5	-3.5	-1.5	14.3	0.9	-5.6	-6.5	-3.7
COc1ccc(CN(C)C[C@@H]2Oc3ccc(NC(=O)Nc4ccc(OC)cc4)cc3C(=O)N([C@@H](C)CO)C[C@H]2C)cc1	2.6	-18.1	-12.6	7.4	2.8	2.7	16.7	.
CCCC(=O)Nc1c2c(nn1-c1cccc(C)c1C)CS(=O)(=O)C2	-4.7	-4.9	-0.5	-6.1	3.1	5.9	-4.0	-1.2
Cc1[nH]n2c(=O)cc(C(C)C)nc2c1-c1ccccc1	.	-15.7	-1.0	.	6.0	-0.2	6.2	.
Cc1noc(NS(=O)(=O)c2ccc(NC(=O)c3cnc4n(c3=O)CCS4)cc2)c1C	-4.1	.	.	-13.6	.	-53.0	-5.1	9.9
CCOC(=O)Cc1csc(NC(=O)CCc2ccc(S(=O)(=O)N3CCOCC3)cc2)n1	0.9	.	4.5	-10.1	-3.3	-0.7	-11.1	8.3
CC(C)(C)S(=O)(=O)c1cnc2c(-c3ccc(Cl)cc3)cnn2c1N	.	-1.0	-0.2	.	-2.0	-10.0	-6.5	-10.5
O=C(COC(=O)c1cccs1)NC1CCCC1	-20.7	-15.3	-8.7	-1.1	4.6	-0.8	-4.4	-10.3
COC(=O)C1CCN(C(=O)c2sc3nc(-c4ccc(F)cc4)cn3c2C)CC1	.	.	2.0	.	-3.0	6.5	-4.7	5.4
C=CCNC(=S)N/N=C(\C)c1cccc(NC(C)=O)c1	-23.5	-7.6	.	13.6	.	.	3.7	2.2
CCOc1cc(C2C3=C(CCCC3=O)N(CC(=O)O)C3=C2C(=O)CCC3)ccc1OC	-0.3	-16.3	-1.5	3.9	-5.7	24.2	-3.1	2.1
CCc1ccc(C(=O)/C=C/NCc2ccc(F)cc2)cc1	-39.9	-45.7	-1.8	-7.0	0.8	.	-0.3	-3.2
CS(=O)(=O)N(CCc1ccccc1)CC(N)=O	.	.	0.9	.	7.5	102.5*	0.9	14.3
COc1ccc(C2C(C(C)=O)=C(C)Nc3ncnn32)cc1OC (configuration not stated)	.	12.9	2.0	.	1.0	0.5	-1.2	5.2
CC(=O)Nc1ccc(S(=O)(=O)Nc2nc3ccccc3nc2Nc2ccc(C(=O)O)c(O)c2)cc1	6.0	-4.4	-1.1	35.7	-7.2	2.3	39.9*	9.4
COc1ccc(S(=O)(=O)N(C)C[C@@H]2Oc3cc(C#CC4CCCC4)ccc3S(=O)(=O)N([C@H](C)CO)C[C@H]2C)cc1	11.4	47.8	-8.1	-3.8	-2.0	-153.1	15.7	-3.5
CCCNC(=O)c1cc2c(C(F)(F)F)nn(C)c2s1	-9.0	.	-2.2	5.5	-4.1	16.0	-1.6	6.3
Cc1noc(C)c1S(=O)(=O)N(C)C[C@@H]1OCCCC[C@H](C)Oc2ccc(NS(=O)(=O)c3ccccc3)cc2C(=O)N([C@H](C)CO)C[C@H]1C	10.3	-6.5	.	-3.8	.	.	.	0.0
COc1cccc(OC)c1C(=O)OCC(=O)NCC(C)C	-8.7	-3.7	.	42.6*	.	.	-5.1	4.1
CCOC(=O)C1C(=O)NC(N2CCN(CC)CC2)=NC1c1ccccc1 (configuration not stated)	.	.	2.5	.	-7.1	2.8	-5.7	-6.2
CC1(c2ccc(OC(F)F)cc2)NC(=O)N(CC(=O)Nc2cccc(F)c2)C1=O (configuration not stated)	-18.2	2.0	-1.2	-48.9	-2.5	1.2	6.5	.
Cc1sc2nc(CSCC(=O)Nc3cc(F)ccc3F)[nH]c(=O)c2c1C	-7.4	-5.8	0.4	-4.9	5.6	3.3	7.2	.
COc1ccccc1NS(=O)(=O)c1ccc(C(=O)NCCCn2ccnc2)cc1	-12.7	3.8	3.1	17.0	-2.6	-1.3	3.9	-1.2
COC(=O)c1ccccc1NC(=O)CSc1nnc(-c2ccc(OC)cc2)n1C	.	2.4	-1.8	.	-3.2	4.1	.	4.8
CN1[C@@H]2c3ccc(/C=C/c4ccccc4)c(=O)n3C[C@@H]2[C@@H](CO)[C@@H]1C(=O)NCCN1CCCC1	-11.6	6.7	.	-6.4	.	.	.	5.2
Clc1ccc(-c2cnc(Oc3ccccc3)nc2)cc1	-30.5	.	.	-7.6	.	.	-4.2	-1.5
Cc1nn(C)cc1NC(=O)C[C@H]1CC[C@H]2[C@@H](COc3ccc(NC(=O)C4CCOCC4)cc3C(=O)N2C)O1	4.7	-5.2	0.2	2.2	0.0	2.7	-2.7	.
CN(C)c1ccc(/C=N/NC(=O)CN(c2cccc(Cl)c2)S(C)(=O)=O)cc1Br	.	.	-1.0	.	-12.2	-22.4	-4.1	10.1
COc1cccc(-n2c(SCC(=O)Nc3cc(C)on3)nc3ccccc3c2=O)c1	.	.	5.2	.	0.8	3.7	-23.6	4.5
CO[C@H]1CN(C)C(=O)c2ccc(NS(C)(=O)=O)cc2OC[C@@H](C)N(Cc2cccnc2)C[C@@H]1C	5.5	.	-3.9	17.6	3.6	-12.0	-4.7	-5.8
OCCN(CCO)Cc1csc2ccccc12	11.4	.	-0.4	-3.0	-0.5	.	-1.3	-4.7
C[C@@H]1CCCCO[C@@H](CN(C)C(=O)C2CCCCC2)[C@H](C)CN([C@@H](C)CO)C(=O)c2cc(NS(=O)(=O)c3ccc(Cl)cc3)ccc2O1	23.4	80.7*	7.1	-18.4	0.1	.	-0.6	-6.5
CC(C)N(Cc1ccccc1)C(=S)Nc1ccccc1F	.	0.9	-0.8	.	0.6	.	.	-20.9
COc1ccc(N(CC(=O)N/N=C/c2ccccc2OC)S(=O)(=O)c2ccccc2)cc1	6.2	23.3	2.1	-27.2	-7.2	5.7	4.0	-2.0
Cc1nnc(SCC(=O)NNC(=O)c2ccco2)n1-c1ccccc1	-6.0	8.5	6.4	5.5	4.4	19.5	-4.1	10.5
CO/N=C\c1cc(C(=O)c2ccc(Cl)cc2Cl)cn1C	-13.3	-8.6	.	11.8	.	.	.	2.5
O=C(Nc1ccc(F)cc1F)Nc1sccc1-c1nc2ccccc2s1	-13.4	18.7	.	-4.8	.	-7.2	-1.6	-1.3
Cn1cnc(S(=O)(=O)N2CCCCN3[C@H](CO)[C@H](c4ccc(-c5ccc(F)cc5)cc4)[C@@H]3C2)c1	8.1	-16.3	1.1	-8.1	1.1	.	-4.4	3.6
NC(=S)Nc1cccc(Cl)c1	8.0	-27.0	-0.4	7.1	0.0	2.5	6.1	.
O=c1cc(CCl)nc(Cc2c(Cl)cccc2Cl)[nH]1	15.8	-6.9	.	-2.8	.	.	-5.1	.
CO[C@@H]1CN(C)C(=O)c2ccc(NC(=O)c3ccc(F)cc3)cc2OC[C@H](C)N(C)C[C@@H]1C	-4.3	-0.5	-5.1	9.4	0.4	-6.3	1.3	22.3
Cc1cccc(OCC(=O)N/N=C\C=C\c2ccc3c(c2)OCO3)c1C	.	.	-0.4	.	-5.5	-2.5	-1.6	6.7
Cc1ccc(NC2=C(NCCO)C(=O)c3ccccc3C2=O)cc1	-10.0	14.0	.	14.7	.	.	47.7*	.
CCOC(=O)CC1C(=O)NCCN1S(=O)(=O)c1ccc(Cl)cc1Cl (configuration not stated)	.	1.4	2.0	.	2.2	2.0	-5.2	7.6
C[C@H](CO)N1C[C@H](C)[C@H](CN(C)S(=O)(=O)c2ccccc2)Oc2ccc(NC(=O)Nc3ccc(F)cc3)cc2CC1=O	3.2	.	1.2	-13.3	11.6	-38.2	2.8	3.4
